Screening results: PubChem, National Center for Advancing Translational Sciences (NCATS)
JMJD2E inh – inhibitors of human JMJD2E histone demethylase | JMJD2E catalytic domain, FDH-coupled NADH fluorescence (FDH is formaldehyde dehydrogenase) | Potency, µM (doses to about 57.1 µM), inactives show at the highest dose activity change, negative = inhibition, hits mostly inhibitors | 230,000 tested, 1.6% active; active = well fitted inhibition curve with a large enough effect, not every such curve was filed as active; inconclusive = small, poorly fitted or top-dose-only effect, or another doubt; inactive = no such curve, though single readings can be large or run the other way;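 note: 0% = wells with enzyme and -100% = buffer wells without enzyme; nearly all actives have a fitted effect of over 50% in size; many of its hits are not listed in these tables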
Target sequence (B2RXH2 1-337 limits assumed): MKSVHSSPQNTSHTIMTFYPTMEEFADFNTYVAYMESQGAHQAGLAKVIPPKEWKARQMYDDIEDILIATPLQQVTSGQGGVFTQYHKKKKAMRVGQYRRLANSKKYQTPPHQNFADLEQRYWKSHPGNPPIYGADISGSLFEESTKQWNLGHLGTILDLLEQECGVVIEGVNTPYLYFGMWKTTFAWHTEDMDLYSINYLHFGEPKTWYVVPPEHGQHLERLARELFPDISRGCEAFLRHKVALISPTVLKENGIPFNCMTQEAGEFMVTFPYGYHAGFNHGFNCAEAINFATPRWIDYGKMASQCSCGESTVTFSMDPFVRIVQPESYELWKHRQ
Luc counter – counter-screen: inhibitors of Kinase-Glo firefly luciferase | Kinase-Glo luciferase, ATP luminescence, 8 min | Potency, µM (doses to about 38.3 µM), for inactives: top-dose activity change, negative = inhibition, usual class: inhibitors | 200,000 tested, 0.28% active | AID 1379; note: % is set by controls: 0 for no effect and ±100 for the full control effect; nearly all actives have a fitted effect of over 60% in size
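Recombinant Kinase-Glo luciferase, 10 uM ATP (linear range), luciferin; imidazole pH 7.2 / KCl / MgCl2 / Tween / BSA buffer; 8 min RT; luminescence.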
Epigenetic derep – derepresses silenced GFP reporter in murine cells; murine LDR cells, GFP reporter derepression, 30 h; Potency, µM (titrated, usually from 53.9 µM), for inactives: at the top dose GFP activation, most hits filed as activators; 280,000 tested, 0.2% active; AID 1865; note: % of control where 0% means no effect; nearly all actives have a fitted effect of over 60% in size
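GFP-positive cell count by laser-scanning cytometry (objects 20–120 um) after 30 h, 37 C compound exposure of murine LDR cells; reporter is CMV-GFP integrated at a silenced locus, inducible by HDAC or DNMT inhibitors.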
GoLoco inh red – RGS12 GoLoco-Gai1 interaction inhibition | Gai1:RGS12 GoLoco peptide FP, rhodamine, 10 min | 230,000 tested, 0.44% active | Potency, µM (highest dose often 61.6 µM), for the others: top-dose activity, negative = inhibition, most hits filed as inhibitors; active = well fitted inhibition curve with a large enough effect, not every such curve was filed as active; inactive = no such curve, though single readings can be large or run the other way; note: % is set by controls: 0 for no effect and ±100 for the full control effect; nearly all actives have a fitted effect of over 30% in size; many of its hits are not listed in these tables
Target sequence (P63096 whole entry, looked up): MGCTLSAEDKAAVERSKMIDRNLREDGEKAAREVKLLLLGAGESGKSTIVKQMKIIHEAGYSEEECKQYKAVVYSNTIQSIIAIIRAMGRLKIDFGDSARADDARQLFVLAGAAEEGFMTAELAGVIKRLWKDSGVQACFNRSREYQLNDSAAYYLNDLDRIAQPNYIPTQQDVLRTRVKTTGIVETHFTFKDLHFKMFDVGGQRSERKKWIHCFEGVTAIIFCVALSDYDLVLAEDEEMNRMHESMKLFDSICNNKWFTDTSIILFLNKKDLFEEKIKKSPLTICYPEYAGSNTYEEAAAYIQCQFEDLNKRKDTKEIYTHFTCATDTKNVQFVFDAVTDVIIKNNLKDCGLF
IMPase Li inh – cell-permeable IMPase inhibitors with lithium potentiation; Potency, µM (highest dose often 59.4 µM), for the others: at the top dose activity, negative = IMPase inhibition, usual class: inhibitors; 210,000 tested, 0.35% active; AID 1457; CHO-M1 cells, IP1 TR-FRET (IP-One), carbachol + lithium;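 note: IP1 builds up when IMPase is blocked and the TR-FRET signal falls; plate controls were basal vehicle for no effect and high inhibitor control for full effect; nearly all actives have a fitted effect of over 50% in size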
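Readout is a homogeneous TR-FRET IP1 immunoassay (Ex 320, Em 665 and 620), where raised cytosolic IP1 lowers signal. Cells were CHO-M1 treated 30 min at 37C with test compounds plus a little lithium; AC50 values came from Hill-equation fitting.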
SMN2 splice enh – increases expression of the SMN2 splice variant; 210,000 tested, 2.8% active; HEK293 SMN2-luciferase splicing reporter, luminescence, 30-36 h; Potency, µM (top dose mostly 46.1 µM), inactives show at the top dose activity change, positive = activation, actives largely listed as activators; note: % of control where 0% means no effect; nearly all actives have a fitted effect of over 55% in size
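HEK293 cells carry an SMN2 […]–luciferase reporter in which exon 7 inclusion puts luciferase in frame. Cells were plated 10-12 h before compound addition, then incubated 30-36 h at 37C. ONE-Glo luminescence was read; sodium butyrate at 4.5 mM final served as control.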
RECQ1 inh – inhibitors of human RECQ1 DNA helicase. RECQ1 DNA unwinding, red fluorescence kinetic read. Potency, µM (series often up to 57.3 µM), without a hit: at the top dose activity, negative = inhibition, hits mostly inhibitors. 240,000 tested, 0.54% active. AID 2549;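 note: plate controls were vehicle for no effect and no enzyme for full effect; nearly all actives have a fitted effect of over 30% in size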
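RECQ1T1 50 nM; forked duplex (20 bp + 30-nt ss tails) 200 nM, ATP 2 mM final; pH 8.0, 2 mM MgCl2, 2.5 ug/ml poly(dI-dC); 15 min compound preincubation; discontinuous kinetic read over 2 h at RT.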
NPSR antagonist – neuropeptide S receptor (human) antagonism, cAMP. Q6W5P4. CHO-NPSR cells, cAMP TR-FRET, antagonist mode. Potency, µM (series often up to 38.3 µM), for inactives: top-dose activity change, negative = inhibition, hits mostly inhibitors. 220,000 tested, 1% active. AID 1461; note: % is set by controls: 0 for no effect and ±100 for the full control effect; nearly all actives have a fitted effect of over 50% in size; many of its hits are not listed in these tables
Target sequence (Q6W5P4 whole entry, looked up): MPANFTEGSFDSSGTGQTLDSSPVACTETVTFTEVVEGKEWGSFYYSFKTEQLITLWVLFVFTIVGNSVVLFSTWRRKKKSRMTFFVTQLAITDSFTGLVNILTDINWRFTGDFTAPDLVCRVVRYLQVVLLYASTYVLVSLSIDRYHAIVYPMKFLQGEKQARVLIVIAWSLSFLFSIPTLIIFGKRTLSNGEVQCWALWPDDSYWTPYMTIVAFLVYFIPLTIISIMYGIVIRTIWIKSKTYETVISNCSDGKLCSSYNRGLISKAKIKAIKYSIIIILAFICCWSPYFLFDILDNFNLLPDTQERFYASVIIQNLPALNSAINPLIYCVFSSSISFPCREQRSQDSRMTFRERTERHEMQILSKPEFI
Active calls of the source: *; i = inactive; ? = inconclusive; . = no result given; ! = repeats disagree; [ ] = remark or other dose. Unless noted, calls come from the whole dose curve; as a rule, active = well fitted curve in the direction sought with a large enough effect; inconclusive = small, poorly fitted or top-dose-only effect, or another doubt; inactive = no such curve, though single readings can be large; an effect the other way counts as inactive or inconclusive. Potency is the fitted concentration of half-maximal effect.

Below each compound: RECQ1 inh | IMPase Li inh | Luc counter | GoLoco inh red | SMN2 splice enh | NPSR antagonist | JMJD2E inh | Epigenetic derep
1: COc1ccc(NC(=O)C2=Cc3ccccc3OC2)cc1
→ -5% | -12% | -2% | -5% | 7.9µM* | -5% | -9% | 0.9%
2: Cc1ccccc1-c1nc(SCc2ccccn2)c2c(=O)n(C)c(=O)n(C)c2n1
→ i | ? | -2% | -14% | 9% | -21% | 2% | 1.1%
3: CCCCC1=CC2=CC(=O)C(C)(OC(=O)CCC(=O)OC)C(=O)C2=CO1 (stereo unspecified)
→ 1% | 7% | 0% | 8% | 3% | . | 4% | 1.1%
4: COC(=O)CSc1nnc(CNc2ccc(Cl)cc2)n1-c1ccccc1
→ -3% | -1%[38.3 µM] | -2% | 6% | 0% | -10%[46.1 µM] | 9% | 0.0%
5: O=C(NCc1cccs1)c1noc2c1CCCC2
→ -2% | 29%[38.3 µM] | -1% | 4% | ? | -3%[46.1 µM] | -3% | 1.1%
6: C=CCN(CC=C)C(=S)Nc1ccc(OC)c(OC)c1
→ 25% | 3% | 1% | 5% | 7% | 10% | -4% | -2.9%
7: COC(=O)C1=C(N)OC2=C(C(=O)CCC2)C1c1ccccc1OC (stereo unspecified)
→ -4% | . | . | -4% | . | 2% | 9% | 0.1%
8: CCSc1ncc(/C=N/Nc2ccccc2)n1C
→ 6% | 28%[38.3 µM] | 4% | -7% | 14µM* | -16%[46.1 µM] | 2% | -0.4%
9: CCCCN(CCCC)C(=O)CN(C)S(=O)(=O)c1ccc2c(c1)n(C)c(=O)c(=O)n2C
→ 5% | -1% | -2% | -5% | -1% | 10%[46.1 µM] | ? | -1.0%
10: Cc1ccc(C)c2nc(SCC(=O)N3CCCc4ccccc43)c(C#N)cc12
→ -11% | -1% | 1% | 9% | -7% | -9%[46.1 µM] | 1% | 0.1%
11: O=C(N/N=C1\CC2CC=CC12)c1ccc(O)cc1 (stereo unspecified)
→ -10% | 3% | 3% | 6% | 11% | 4% | 67%[activator] | 1.1%
12: CCc1nnc(NC(=O)C2=CCN(S(=O)(=O)c3ccccc3)CC2)s1
→ -18% | . | . | -6% | . | -16% | 12% | 4.9%
13: O=C(COc1ccccc1F)NC1CC1
→ -1% | 15%[38.3 µM] | 0% | -5% | 12% | -9%[46.1 µM] | 10% | -1.1%
14: C=CCSc1nnc(-c2ccc(Cl)cc2Cl)o1
→ -12% | 12%[38.3 µM] | 8% | 0% | ? | -30%[46.1 µM] | 2% | 8.6%
15: COC(=O)[C@H](C)NC(=O)COc1ccccc1
→ -5% | 19%[38.3 µM] | 0% | 4% | -5% | -6%[46.1 µM] | -7% | -4.1%
16: COCc1c(C(=O)OCc2nc(N)nc(Nc3ccccc3C)n2)oc2ccccc12
→ -7% | 13% | -4% | 3% | -3% | -11%[46.1 µM] | -11% | 1.4%
17: C/C(=N/NC(=O)C(O)(c1ccccc1)c1ccccc1)c1ccc([N+](=O)[O-])o1
→ -18% | 5% | 0% | -2% | -11% | -1% | 3% | -0.1%
18: O=C(CNC(=O)c1cccs1)c1ccc(F)cc1
→ -1% | 3% | -3% | 0% | 6.3µM* | 15% | 4% | -1.0%
19: CC(C(=O)NC1CCCC1)N(Cc1ccc2c(c1)OCO2)C(=O)c1snc(C(N)=O)c1N (stereo unspecified)
→ i | 1%[38.3 µM] | -3% | -5% | -11% | -25%[46.1 µM] | ? | 0.0%
20: O=C(c1ccc2[nH]c3c(c2c1)CCCC3)N1CCN(c2ccc(F)cc2)CC1
→ -10% | 6% | -3% | 0% | 0% | -18% | -3% | -1.3%
21: CC(=O)O/N=C1\C(=O)N(Cc2ccc(C)cc2)c2ccccc21
→ -4% | -2% | -2% | 7% | -2% | -16% | -4% | -0.5%
22: COc1ccc(CCN(Cc2ccccn2)C(=S)Nc2cccc(SC)c2)cc1OC
→ i | 3% | 2% | 8% | -25% | -22% | -7% | 0.0%
23: COc1ccc(CCN(Cc2cc3cc4c(cc3[nH]c2=O)OCO4)C(C)=O)cc1OC
→ -2% | -12%[38.3 µM] | -5% | 1% | 15% | -1%[46.1 µM] | ? | 1.9%
24: Clc1ccc2nncn2n1
→ -1% | -15% | 2% | -6% | -1% | 14% | ? | 2.6%
25: O=C(COc1cccc2ccccc12)N1c2ccccc2CCc2ccccc21
→ -13% | 14%[38.3 µM] | 0% | -3% | -2% | -30%[46.1 µM] | ? | -0.3%
26: Cn1cnc2cc(OC(=O)c3ccccc3)ccc21
→ 4% | 11%[38.3 µM] | -3% | -3% | 20% | 0%[46.1 µM] | -1% | -1.0%
27: CC(=O)Nc1ccccc1C(=O)C(=O)Nc1ccc(C(=O)N2CCOCC2)cc1
→ -12% | -5% | -5% | 10% | 0% | 7% | -3% | -0.4%
28: CCCCNC(=S)NNC(=O)c1ccoc1C
→ -2% | -2%[38.3 µM] | -1% | -1% | -8% | ? | 10% | -2.1%
29: Cc1cc(O)c(-c2cc(O)c(C)cc2O)cc1O
→ i | 39%[activator] | -16%[7.66 µM] | 0.32µM*! | 0%[9.22 µM] | ? | ? | ?
30: Cc1cc(C)n(CC(O)Cn2c3ccccc3c3ccccc32)c(=O)n1 (stereo unspecified)
→ -3% | 1%[38.3 µM] | 1% | -3% | -4% | -1%[46.1 µM] | 3% | 0.7%
31: O=C(CSc1nc2ccccc2[nH]1)N1CCN(C(=O)c2ccco2)CC1
→ -6% | -1% | 4% | 1% | -12% | 17% | 3% | -1.5%
32: COc1ccc(CNc2ncnc3ccc(-c4ccccc4CN(C)C)cc23)c(OC)c1
→ i | 21% | -3% | -3% | -9% | . | ? | 1.5%
33: COc1ccc(CN(CC(=O)NCc2ccccc2)C(=O)c2csnn2)cc1
→ 10% | -4% | -2% | -15% | . | 0% | 0% | -2.1%
34: COc1cc(S(=O)(=O)N(CCc2ccccc2)Cc2cccs2)ccc1-n1cnnn1
→ i | 1% | 2% | -1% | 20% | -30%[46.1 µM] | 1% | 1.0%
35: CCOC(=O)C1=C(N)OC2=C(C(=O)CCC2)C1c1ccccc1OC (stereo unspecified)
→ i | 9% | 1% | 14% | -5% | -9% | -13% | 2.5%
36: O=S(=O)(Nc1ccc2cn[nH]c2c1)c1ccc(Cl)s1
→ -1% | 6% | 3% | 9% | 5% | -4% | -2% | -0.3%
37: COc1cc(S(=O)(=O)N(Cc2cccc(OC)c2OC)CC2CCCO2)ccc1-n1cnnn1 (stereo unspecified)
→ i | . | . | -8% | . | -14% | 9% | -4.9%
38: Cc1ccc(C(=O)COC(=O)CNC(=O)Cc2ccccc2)cc1[N+](=O)[O-]
→ 7% | 9%[38.3 µM] | -5% | -12% | 3% | -7%[46.1 µM] | 7% | -1.2%
39: O=c1c2[nH]c3cccc(Cl)c3c2ncn1CC1CCCO1 (stereo unspecified)
→ 3% | . | . | -3% | . | -3% | ? | -1.0%
40: C#CCOCCOCCOCCNc1nc(N2CCN(C(=O)C(Cc3ccc(O)cc3)n3cc(C(N)CC(C)C)nn3)CC2)nc(N2CCN(C(=O)C(Cc3cc4ccccc4[nH]3)n3cc(C(N)C(C)CC)nn3)CC2)n1 (stereo unspecified)
→ -26% | 10% | . | 1% | . | 30% | ? | -0.7%
41: CCS(=O)(=O)c1ccc(-c2csc(-c3ccccc3)n2)c(Cl)c1Cl
→ -19% | 21% | -2% | -1% | -50%[inhibitor] | ? | ? | -2.2%
42: Cc1ccc(CCc2nnc(SCC(=O)Nc3ccccc3Cl)n2-c2ccccc2)o1
→ -16% | 6% | 0% | -7% | -5% | -23% | 12% | -1.0%
43: Cc1ccc(C)c(NC(=O)c2ccc(N(C)S(C)(=O)=O)cc2)c1
→ i | 23%[38.3 µM] | -4% | 3% | -5% | ? | -4% | 0.1%
44: COc1cccc(OC)c1C(=O)NNC(=O)c1ccc(F)cc1
→ -4% | 5% | -7% | 3% | . | -1% | -3% | 0.9%
45: Cc1cc(C(=O)CSc2nc(N)cc(N)n2)c(C)n1-c1cccc(C(F)(F)F)c1
→ -17% | 4% | 4% | 7% | -30% | -16% | -10% | 0.0%
46: Cc1ccc(OCCN2C(=O)c3ccccc3C2=O)c([N+](=O)[O-])c1
→ 3% | 15% | -4% | 7% | -25% | -7% | 3% | -1.9%
47: NCCCC[C@H](NC(=O)C1CCNCC1)c1nnc([C@@H](N)CO)o1
→ -22% | -11% | . | 2% | . | -13% | -3% | 1.9%
48: Cc1cc(=O)[nH]c(SCC(=O)c2c(N)n(C)c(=O)n(C)c2=O)n1
→ -1% | 12%[38.3 µM] | -4% | -1% | 28% | 17%[46.1 µM] | 3% | -1.0%
49: COC(=O)c1sc(NC(=O)CSc2nncs2)c(C(=O)OC)c1C
→ -5% | -27%[38.3 µM] | -5% | 146%[activator] | -8% | -22%[46.1 µM] | ? | -0.8%
50: N#Cc1ccc(C(=O)NC2CCCc3ccccc32)cc1 (stereo unspecified)
→ -2% | -1% | -1% | 9% | -13% | -4% | 0% | -0.1%
51: O=C(CNC(=O)c1ccccc1C(=O)O)c1ccccc1
→ -4% | -5%[38.3 µM] | 0% | 7% | -8% | 7%[46.1 µM] | -6% | 0.0%
52: O=C(CSc1nnc(-c2ccoc2)o1)N1CCOCC1
→ -12% | -6%[38.3 µM] | -4% | -8% | 1% | 0%[46.1 µM] | 8% | 3.5%
53: Cc1ccc(CN=c2c([N+](=O)[O-])nn(-c3cccc(Cl)c3)n2O)cc1
→ -1% | 10% | 3% | -5% | -8% | 4% | -16% | -0.2%
54: CCOC(=O)c1cnn(-c2ccccc2)c1NC(=O)c1ccccc1
→ -3% | 6%[38.3 µM] | 0% | 3% | -15% | -13%[46.1 µM] | 2% | 0.0%
55: Nn1c(SCc2c(F)cccc2F)nnc1-c1ccccn1
→ -1% | . | . | 6% | . | 19% | -10% | -0.7%
56: Cc1ccc(CNC(=O)CSc2c3c(nc4cc(Cl)ccc24)CCCC3)o1
→ -2% | 22%[38.3 µM] | -4% | -3% | 12% | ? | -23% | ?
57: Cc1cccc2sc(N(CCCN(C)C)C(=O)CCc3ccccc3)nc12
→ -3% | 14% | 0% | -4% | -6% | -17% | -4% | 4.6%
58: Cc1nc(SCC(=O)N(C)Cc2ccco2)c2c(C)c(C)sc2n1
→ -8% | 19%[38.3 µM] | -5% | 10% | -19% | -6%[46.1 µM] | -1% | -0.7%
59: CCC(=O)Nc1nnc(-c2ccncc2)s1
→ 1% | 19%[38.3 µM] | -5% | 1% | 3% | 1%[46.1 µM] | ? | -4.6%

A portion of the library. The share of hits here may be higher or lower than overall.
